DAGLB inhibitor: diacylglycerol lipase beta (human) inhibition; inhibition, % at 5.17 µM; actives 0.059% (n = 340,000); HEK293T DAGLB membrane lysate, EnzChek fluorogenic substrate; Q8NCG7; in the data active = inhibition above about 34%;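 also: 0% = enzyme with vehicle and 100% = wells lacking enzyme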
HTR5A inv ctr: counter-screen for OPRM1-OPRD1 inverse agonists: human HTR5A inverse agonism; HTR5A cell line, luminescence; inhibition, % at 9.3 µM; actives 0.083% (n = 340,000); AID 504634; in the data active = inhibition mostly above about 23%, no sharp cut-off; inactive = mostly below about 18%;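 also: 0% = cells with DMSO and 100% = no-cell wells with DMSO; some compounds called inactive have numbers as strong as hits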
PKA-R2B act: activators of human PKA-R2B complex | PKA-R2B holoenzyme dissociation, Cy5-IP20 fluorescence polarization; R2B truncated from residue 108, S112A mutant; 0% DMSO only, 100% 113 µM cGMP | actives 0.079% (n = 340,000) | activation, % at 11.4 µM | AID 504700 | P22694+P31323;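 active = activation above a cutoff set at the mean over all compounds plus 3 SD, cut at about 18% in these data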;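 also: higher means more holoenzyme dissociation and a rise in polarization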
MOR-DOR ag: OPRM1-OPRD1 heterodimerization agonism; cells, luminescence; activation, % at 9.3 µM; actives 0.3% (n = 340,000); P35372+P41143; in the data active = activation above about 18%;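 also: 0% = vehicle-treated cells and 100% = reference agonist; values of inactives mirror those of a sister screen read the other way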
Arrestin-AP2 inh: human beta-arrestin and AP2 interaction inhibition; FITC-arrestin peptide / GST-AP2 beads, flow cytometry; AP2 beta2 appendage carries R879A mutation; inhibition, % at 10 µM; AID 504490; actives 0.31% (n = 340,000);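 active = inhibition above a set limit, near 3 SD of compounds lacking own fluorescence, cut at about 54% in these data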;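 also: plate controls were DMSO wells for no effect and 5 µM unlabelled arrestin peptide for full effect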
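System: GST-AP2 R879A bound to glutathione beads, E. coli-expressed. Also added: 50 nM FITC-arrestin peptide. Schedule: compound with beads 12 min RT, then probe 1 h RT. Signal: bead flow cytometry, FITC channel. Read-out basis: percent response.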
HTR5A ag: activates human HTR5A in OPRM1-OPRD1 agonist counter-screen; P47898; HTR5A agonist assay, luminescence, cell-based; activation, % at 9.3 µM; actives 0.61% (n = 340,000); AID 504692; in the data active = activation mostly above about 9.5%, no sharp cut-off; inactive = mostly below about 7.6%;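 also: 0% = cells with vehicle only and 100% = reference agonist; strong numbers were not always called active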
MOR-DOR inv ag: mu-delta opioid heterodimer inverse agonism; P35372+P41143; cell-based MOR-DOR heterodimer luminescence; inhibition, % at 9.3 µM; actives 0.21% (n = 340,000); AID 504357; in the data active = inhibition above about 22%, passing the limit was not always enough;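 also: 0% = cells with DMSO and 100% = wells without cells with DMSO; values of inactives mirror those of a sister screen read the other way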
V-ATPase pHluor: alters yeast V-ATPase proton transport | response, % at 10 µM | actives 0.37% (n = 350,000) | S. cerevisiae, pHLuorin cytosolic pH fluorescence; in the data active = response mostly above about 7.3%, no sharp cut-off; inactive = mostly below about 5.4%; also: actives read high; inactives centre near 0; some compounds called inactive have numbers as strong as hits; reference of the scale not given here
DSG3 Ab inh: human desmoglein-3 autoantibody binding inhibition | P32926 | DSG3-coupled beads, scFv-anti-DSG3-GFP binding, flow cytometry; stronger effect = lower value | binding (percent of control), % at 10 µM | actives 0.48% (n = 310,000) | AID 588358;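 active = binding more than 3 SD below its plate's average and above zero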;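 also: hits lower antibody fragment binding to DSG3; some compounds called inactive have numbers as strong as hits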
Target sequence (P32926 whole entry, looked up, the tested form may be a part): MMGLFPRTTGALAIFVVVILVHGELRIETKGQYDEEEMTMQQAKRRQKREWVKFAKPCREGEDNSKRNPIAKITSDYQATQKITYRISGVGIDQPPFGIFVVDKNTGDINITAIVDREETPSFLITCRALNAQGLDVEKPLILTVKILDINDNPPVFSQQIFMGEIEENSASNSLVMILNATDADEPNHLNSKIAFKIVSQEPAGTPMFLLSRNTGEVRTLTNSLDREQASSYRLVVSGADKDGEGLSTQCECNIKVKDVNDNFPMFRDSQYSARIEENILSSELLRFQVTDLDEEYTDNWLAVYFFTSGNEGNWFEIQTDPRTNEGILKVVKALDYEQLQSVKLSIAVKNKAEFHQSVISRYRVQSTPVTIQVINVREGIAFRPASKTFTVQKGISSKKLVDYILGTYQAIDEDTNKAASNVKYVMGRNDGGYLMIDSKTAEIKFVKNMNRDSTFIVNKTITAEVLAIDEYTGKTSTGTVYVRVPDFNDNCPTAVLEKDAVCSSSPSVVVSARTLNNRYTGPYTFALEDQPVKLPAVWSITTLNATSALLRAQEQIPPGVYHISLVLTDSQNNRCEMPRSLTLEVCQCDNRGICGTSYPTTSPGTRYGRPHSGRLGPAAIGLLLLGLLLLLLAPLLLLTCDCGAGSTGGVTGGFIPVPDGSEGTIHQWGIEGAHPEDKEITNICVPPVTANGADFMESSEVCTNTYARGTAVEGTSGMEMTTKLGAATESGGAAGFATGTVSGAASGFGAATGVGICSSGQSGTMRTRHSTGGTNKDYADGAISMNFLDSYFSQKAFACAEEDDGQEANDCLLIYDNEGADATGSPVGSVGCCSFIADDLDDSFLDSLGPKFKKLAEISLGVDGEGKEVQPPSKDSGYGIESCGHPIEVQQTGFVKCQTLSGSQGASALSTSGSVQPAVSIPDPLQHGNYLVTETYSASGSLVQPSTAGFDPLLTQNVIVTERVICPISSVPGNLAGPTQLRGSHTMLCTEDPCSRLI
PKA-R1A activ: PKA-R1A complex activation; P00514+P68181; PKA-R1A dissociation, Cy5-IP20 fluorescence polarization; scaled: DMSO 0%, 113 µM cGMP 100%; activation, % at 11.4 µM; actives 0.083% (n = 340,000);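 active = percent activation above the mean of all tested compounds plus 3 SD, cut at about 19% in these data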;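 also: higher means more PKAc released from R1A so a rise in polarization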
* hit, by the source's call; nt = no result given.

cpd | mol | DAGLB inhibitor | HTR5A inv ctr | PKA-R2B act | MOR-DOR ag | Arrestin-AP2 inh
1 | COc1ccccc1NS(=O)(=O)c1ccc(NC(=O)N2CCCCC2)cc1 | 0 | 1 | -2 | -1.3 | -2
2 | COc1cc(NC(=O)Cc2ccccc2)ccc1NC(=O)c1ccccc1 | -3 | -7 | -13 | -4.6 | -13
3 | O=C(Nn1cnnc1)c1cc2c(s1)CCCCC2 | 1 | -4 | 6 | -0.8 | 9
4 | CCOC(=O)N1CCC(=NNc2nc3ccccc3s2)CC1 | 0 | 4 | -2 | 2.6 | -27
5 | CC(C)C(=O)NC(NC(=S)Nc1ccc(S(N)(=O)=O)cc1)C(Cl)(Cl)Cl (stereo unspecified) | 0 | 5 | -13 | -1.0 | -3
6 | COc1ccc(S(=O)(=O)CCc2nnc(NC(=O)c3ccc(F)cc3)s2)cc1 | -1 | -3 | -3 | -0.8 | 0
7 | CC(=O)c1ccc(OCc2cc(C(=O)NCC3CCCCO3)no2)cc1 (stereo unspecified) | -2 | 0 | 5 | -3.1 | 7
8 | CN(CC(=O)OCC(=O)NCC(F)(F)F)S(=O)(=O)c1ccc(Cl)cc1 | 1 | 0 | 5 | -0.4 | 0
9 | Oc1ccccc1/C=N/NC(=S)NC1CC2CCC1C2 (stereo unspecified) | 5 | -10 | -9 | 14 | -4
10 | CCC(=O)N(C)C[C@@H]1Oc2ncc(Br)cc2C(=O)N([C@@H](C)CO)C[C@H]1C | -2 | nt | 4 | nt | nt
11 | O=C(CCN1C(=O)C2C3C=CC(C3)C2C1=O)NCC1CCCO1 (stereo unspecified) | -1 | -1 | 15 | -3.2 | 4
12 | CCOc1ccc(Br)cc1CNc1ccc2c(c1)OCCO2 | -8 | 1 | 4 | 7.3 | 8

cpd | HTR5A ag | MOR-DOR inv ag | V-ATPase pHluor | DSG3 Ab inh | PKA-R1A activ
1 | -2 | 7 | 2 | 106 | 6
2 | 2 | 21 | 3 | 108 | -17
3 | -2 | 4 | 11 | 99 | -14
4 | -1 | -14 | 2 | 98 | 9
5 | -2 | 6 | 0 | 94 | -5
6 | 5 | 5 | -1 | nt | -4
7 | -4 | 15 | -2 | 97 | 6
8 | 0 | 2 | 1 | 99 | 3
9 | 4 | -72 | 1 | nt | -2
10 | nt | nt | -1 | 102 | 2
11 | 0 | 19 | -3 | 103 | 6
12 | 0 | -35 | -2 | 99 | 4

(listing goes on)
cpd | mol | DAGLB inhibitor | HTR5A inv ctr | PKA-R2B act | MOR-DOR ag | Arrestin-AP2 inh
13 | O=C(NCCNC(=O)Nc1ccc(Cl)cc1)Nc1ccc(Cl)cc1 | 0 | 1 | -6 | -1.8 | 14
14 | c1coc(-c2nc3ccccc3nc2-c2ccco2)c1 | 5 | -40 | -7 | 4.1 | 23
15 | Nc1ccc(S(=O)(=O)Nc2nc3ccccc3o2)cc1 | 2 | 13 | 0 | 0.0 | 11
16 | CC(=O)Nc1ccc([N+](=O)[O-])cn1 | 0 | 7 | 1 | 0.0 | 2
17 | Cc1cc([N+](=O)[O-])nn1CCCC(=O)NCc1ccccc1 | 0 | -22 | -8 | -1.6 | -3
18 | CCN1C(=O)CC(N2CCC(C(=O)N3CCOCC3)CC2)C1=O (stereo unspecified) | -3 | 4 | -2 | -1.6 | 3
19 | CCN(CC)C(=O)CN(c1ccc(C)cc1)S(=O)(=O)c1ccc(SC)cc1 | -3 | -20 | 0 | -1.4 | 2
20 | COc1ccccc1N1CCN(S(=O)(=O)CCNC(=O)c2cc(=O)c3ccccc3o2)CC1 | 0 | -1 | -4 | 0.1 | -12
21 | Cc1ccc(NC(=O)C2C3C=CC(O3)C2C(=O)O)c(C)c1 (stereo unspecified) | -2 | 2 | 4 | -0.1 | -9
22 | Cc1ccc(C(=O)NNC(=O)c2ccc3c(c2)OCCO3)cc1 | -5 | 12 | -1 | -2.1 | 3
23 | O=C(NNS(=O)(=O)c1ccccc1)Nc1ccc(F)cc1 | 1 | 8 | 0 | 0.3 | -4
24 | Cc1cccc(C(=O)Oc2ccc(/C=N/NC(=O)Cc3ccc([N+](=O)[O-])cc3)cc2)c1 | -3 | -12 | -18 | 2.9 | 105*

cpd | HTR5A ag | MOR-DOR inv ag | V-ATPase pHluor | DSG3 Ab inh | PKA-R1A activ
13 | 0 | 9 | 8 | nt | -9
14 | -1 | -24 | 0 | 103 | -1
15 | -4 | 0 | -1 | 128 | -1
16 | -2 | 0 | 2 | 107 | 5
17 | 5 | 8 | -2 | 102 | -4
18 | 2 | 7 | 3 | nt | -4
19 | -1 | 9 | -2 | nt | -4
20 | -2 | -1 | 1 | nt | 9
21 | 0 | 1 | -4 | 98 | -1
22 | -5 | 9 | -4 | nt | -1
23 | -2 | -2 | 2 | 94 | 1
24 | 1 | -18 | 5 | 87 | -10

Screen by screen, as entered above.
Nos. 3–7 in Arrestin-AP2 inh, in turn: 9, -27, -3, 0, 7
Nos. 3–7 in PKA-R1A activ, in turn: -14, 9, -5, -4, 6

Next part.
cpd | mol | DAGLB inhibitor | HTR5A inv ctr | PKA-R2B act | MOR-DOR ag | Arrestin-AP2 inh
25 | O=C(NCCCC(=O)N1CCOCC1)c1cccnc1 | -2 | -9 | 8 | -0.9 | 6
26 | CCC(C)c1ccccc1NC(=O)c1cc(C)no1 (stereo unspecified) | 0 | -24 | -2 | 0.3 | -2
27 | CCS(=O)(=O)c1ccc(O)c(NC(=O)COc2ccc(C)cc2)c1 | -2 | 3 | 10 | -2.1 | -12
28 | O=C1CC(C(=O)Nc2ccc(O)c(C(=O)O)c2)C(c2ccccc2)O1 (stereo unspecified) | -1 | -20 | -6 | -2.4 | -13
29 | Cc1ccc(NC(=O)CSCC(=O)Nc2cc(Cl)ccc2N2CCN(C)CC2)cc1 | 1 | -7 | -15 | 2.1 | 7
30 | O=C(COC(=O)/C=C/c1ccc(Cl)c(Cl)c1)NC1CCCC1 | -2 | -2 | 3 | -2.2 | -10
31 | CCOC(=O)Cc1csc(SCC(=O)NC2CCC(C)CC2)n1 (stereo unspecified) | -2 | 2 | -8 | 0.2 | 45
32 | CC(Sc1nnc2ccccn12)C(=O)Nc1ccc2c(c1)OCCO2 (stereo unspecified) | 0 | -15 | 4 | -2.1 | -3
33 | CCc1ccc(N(CC(=O)NCc2cccnc2)S(=O)(=O)c2ccccc2)cc1 | 2 | -2 | 0 | -1.1 | 13
34 | Cc1cc(=O)oc2cc(OCC(O)CN3CCc4ccccc4C3)ccc12 (stereo unspecified) | 2 | -7 | 1 | -2.1 | 9
35 | Cc1ccc(Cl)c(OCC(=O)OCC(=O)c2ccc[nH]2)c1 | -2 | 20 | -1 | 0.6 | -1
36 | C[C@@H]1O[C@@H](O[C@H]2[C@H](O)[C@@H](O)[C@H](Oc3c(-c4ccc(O)cc4)oc4cc(O)cc(O)c4c3=O)O[C@@H]2CO)[C@H](O)[C@H](O)[C@H]1O | 1 | -1 | -1 | -3.4 | 6

cpd | HTR5A ag | MOR-DOR inv ag | V-ATPase pHluor | DSG3 Ab inh | PKA-R1A activ
25 | 3 | 4 | 6 | 102 | 4
26 | 1 | -2 | -2 | 113 | 5
27 | 1 | 12 | -1 | nt | 1
28 | -1 | 13 | -1 | 105 | -6
29 | 6 | -14 | -2 | nt | -7
30 | 1 | 9 | 2 | 85 | -3
31 | -1 | -1 | 3 | 102 | -6
32 | 5 | 11 | -3 | 106 | 7
33 | 0 | 8 | 1 | 109 | 4
34 | 3 | 11 | -3 | 108 | -11
35 | -8 | -3 | 1 | 106 | 1
36 | 9 | 19 | 0 | 107 | -5

Continued:
cpd | mol | DAGLB inhibitor | HTR5A inv ctr | PKA-R2B act | MOR-DOR ag | Arrestin-AP2 inh
37 | N#Cc1ccc(CN2CCN(C(=O)CNC(=O)Cc3ccccc3)CC2)cc1 | 0 | -19 | -1 | 5.5 | 9
38 | CCOC(=O)C1=C(CN2CCc3ccccc32)NC(=O)NC1c1ccc(Cl)cc1 (stereo unspecified) | 3 | -22 | -10 | 11 | 4
39 | Cn1cc(S(=O)(=O)Nc2cccc(F)c2)c(=O)n(C)c1=O | 1 | 11 | 6 | -0.8 | 5
40 | COc1ccc(CN2C(=O)C(CC(=O)NC(c3ccccc3)c3ccccc3)CC(C(=O)N(C(C)C)C(C)C)=C2C)cc1 (stereo unspecified) | -2 | nt | 1 | nt | nt

cpd | HTR5A ag | MOR-DOR inv ag | V-ATPase pHluor | DSG3 Ab inh | PKA-R1A activ
37 | 4 | -35 | -3 | 100 | -5
38 | 0 | -64 | 5 | 105 | -17
39 | 2 | 4 | 4 | 102 | 4
40 | nt | nt | 0 | 93 | -2

Of the compounds above, 8 have four or more nitrogen atoms:
cpd | mol | DAGLB inhibitor | HTR5A inv ctr | PKA-R2B act | MOR-DOR ag | Arrestin-AP2 inh
3 | O=C(Nn1cnnc1)c1cc2c(s1)CCCCC2 | 1 | -4 | 6 | -0.8 | 9
4 | CCOC(=O)N1CCC(=NNc2nc3ccccc3s2)CC1 | 0 | 4 | -2 | 2.6 | -27
5 | CC(C)C(=O)NC(NC(=S)Nc1ccc(S(N)(=O)=O)cc1)C(Cl)(Cl)Cl (stereo unspecified) | 0 | 5 | -13 | -1.0 | -3
13 | O=C(NCCNC(=O)Nc1ccc(Cl)cc1)Nc1ccc(Cl)cc1 | 0 | 1 | -6 | -1.8 | 14
17 | Cc1cc([N+](=O)[O-])nn1CCCC(=O)NCc1ccccc1 | 0 | -22 | -8 | -1.6 | -3
29 | Cc1ccc(NC(=O)CSCC(=O)Nc2cc(Cl)ccc2N2CCN(C)CC2)cc1 | 1 | -7 | -15 | 2.1 | 7
32 | CC(Sc1nnc2ccccn12)C(=O)Nc1ccc2c(c1)OCCO2 (stereo unspecified) | 0 | -15 | 4 | -2.1 | -3
37 | N#Cc1ccc(CN2CCN(C(=O)CNC(=O)Cc3ccccc3)CC2)cc1 | 0 | -19 | -1 | 5.5 | 9

cpd | HTR5A ag | MOR-DOR inv ag | V-ATPase pHluor | DSG3 Ab inh | PKA-R1A activ
3 | -2 | 4 | 11 | 99 | -14
4 | -1 | -14 | 2 | 98 | 9
5 | -2 | 6 | 0 | 94 | -5
13 | 0 | 9 | 8 | nt | -9
17 | 5 | 8 | -2 | 102 | -4
29 | 6 | -14 | -2 | nt | -7
32 | 5 | 11 | -3 | 106 | 7
37 | 4 | -35 | -3 | 100 | -5

Screens (PubChem BioAssay)
